Assay outcomes as filed in PubChem BioAssay.
G9a inh = inhibitors of human histone lysine methyltransferase G9a; G9a H3K9 monomethylation, AlphaScreen, 2 h; 350,000 compounds, 8.8% hits; Q96KQ7; Potency, µM (highest dose often 102 µM), inactives show top-dose activity, negative = inhibition, most hits filed as inhibitors; also: % is scaled to controls: 0 for no effect and ±100 for the full control effect; nearly all actives have a fitted effect of over 75% in size
Target sequence (Q96KQ7 913-1193 limits assumed): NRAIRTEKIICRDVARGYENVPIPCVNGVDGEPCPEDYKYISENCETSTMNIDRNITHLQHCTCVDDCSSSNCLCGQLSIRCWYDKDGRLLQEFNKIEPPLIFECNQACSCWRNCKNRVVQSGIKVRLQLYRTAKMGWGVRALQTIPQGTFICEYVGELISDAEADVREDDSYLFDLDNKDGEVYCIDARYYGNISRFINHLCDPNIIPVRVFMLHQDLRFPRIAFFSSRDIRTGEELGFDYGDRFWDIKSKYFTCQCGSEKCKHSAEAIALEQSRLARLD
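AlphaScreen read-out: biotin-H3K9 peptide (500 nM) methylation by 20 nM enzyme with 20 uM SAM, 2 h at room temperature after 15 min compound preincubation; anti-monomethyl H3K9 antibody plus donor/acceptor beads, 10 min dark.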
Pol iota inh = DNA polymerase iota (human) inhibition. Q9UNA4. 390,000 compounds, 1% hits. Pol iota fluorescent replication assay, 10 min. Potency, µM (titrated, usually from 115 µM), for the others: at the highest dose activity, negative = inhibition, usual class: inhibitors
Target sequence (Q9UNA4 whole entry, looked up): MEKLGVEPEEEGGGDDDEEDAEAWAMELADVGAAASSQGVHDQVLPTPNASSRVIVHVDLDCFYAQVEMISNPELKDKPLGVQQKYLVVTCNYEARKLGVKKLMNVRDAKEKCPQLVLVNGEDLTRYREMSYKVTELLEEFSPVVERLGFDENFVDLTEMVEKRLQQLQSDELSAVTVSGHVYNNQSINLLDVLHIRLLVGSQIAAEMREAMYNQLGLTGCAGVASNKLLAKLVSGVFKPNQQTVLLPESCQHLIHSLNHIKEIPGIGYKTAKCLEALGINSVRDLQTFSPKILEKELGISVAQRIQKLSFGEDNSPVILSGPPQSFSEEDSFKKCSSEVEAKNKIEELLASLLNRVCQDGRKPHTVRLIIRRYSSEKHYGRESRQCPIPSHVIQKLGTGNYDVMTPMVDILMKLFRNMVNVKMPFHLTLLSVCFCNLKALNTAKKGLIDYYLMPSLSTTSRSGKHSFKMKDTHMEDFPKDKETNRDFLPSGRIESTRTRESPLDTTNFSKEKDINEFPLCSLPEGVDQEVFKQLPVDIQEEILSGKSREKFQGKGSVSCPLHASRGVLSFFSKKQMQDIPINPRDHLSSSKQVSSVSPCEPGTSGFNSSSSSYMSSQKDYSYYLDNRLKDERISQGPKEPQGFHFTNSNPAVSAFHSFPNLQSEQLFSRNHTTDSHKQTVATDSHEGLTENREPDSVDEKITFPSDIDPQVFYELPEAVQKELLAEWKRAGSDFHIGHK
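Pol iota at 10 nM preincubated 15 min with compounds at room temperature; reaction started with fluorescent substrate, 50 nM final. Fluorescence read kinetically at 0 and 10 min; buffer-only wells as negative control.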
BLM inh = Bloom syndrome helicase (human) inhibition; AID 2528; recombinant BLM DNA unwinding, fluorescence dequenching; P54132; Potency, µM (titrated, usually from 56.1 µM), for the others: at the highest dose activity change, negative = inhibition, hits mostly inhibitors; 350,000 compounds, 0.2% hits;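 also: plate controls were vehicle for no effect and no enzyme for full effect; nearly all actives have a fitted effect of over 35% in size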
POLK inh = DNA polymerase kappa (human) inhibition; Q9UBT6; purified Pol kappa, fluorescent DNA synthesis assay, 10 min; Potency, µM (series often up to 107 µM), without a hit: at the highest dose activity, negative = inhibition, most hits filed as inhibitors; 400,000 compounds, 0.53% hits; also: % is scaled to controls: 0 for no effect and ±100 for the full control effect
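50 nM final substrate added after 15 min RT preincubation of 10 nM Pol kappa with compound; fluorescence read at 0 and 10 min.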
An asterisk follows results filed as active; ? = inconclusive; . = not tested or not shown; [ ] = remark or other dose. Calls follow the shape of the dose curve; as a rule, active = well fitted curve in the direction sought with a large enough effect; inconclusive = small, poorly fitted or top-dose-only effect, or another doubt; inactive = no such curve, though single readings can be large; an effect the other way counts as inactive or inconclusive. Potency is read from the fitted curve at half-maximal effect. An excerpt; rates above refer to the full screens.

Compound	G9a inh	Pol iota inh	BLM inh	POLK inh
C[C@H](N)C(=O)N[C@@H](C)P(=O)(O)O	11.6%[12.7 µM]	.	-5.5%	6.9%[19.4 µM]
CCOC(=O)c1c[nH]c2cc(OCC(C)C)c(OCC(C)C)cc2c1=O	-21.3%[12.7 µM]	.	0.1%	8.0%[19.4 µM]
O=S(=O)(O)NC1CCCCC1	-17.2%[12.7 µM]	.	3.8%	-4.0%[19.4 µM]
CCN(CC)CCOc1ccc(-c2nc3cc(Cl)ccc3s2)cc1	-47.7%[12.7 µM]	.	103.2%[activator]	3.5%[19.4 µM]
C=C1CCC(O)C/C1=C/C=C1\CCC[C@]2(C)[C@@H]([C@H](C)/C=C/[C@H](C)C(C)C)CC[C@@H]12 (stereo partly specified)	?	.	-8.3%	-7.1%[60.1 µM]
CC1CCCCN1CCCOC(=O)c1ccccc1 (stereo unspecified)	?	.	2.4%	7.4%[19.4 µM]
O=NCc1ccc([N+](=O)[O-])o1	21.2%[59 µM]	.	2.2%	-1.7%[60.1 µM]
O=C(O)[C@H](O)[C@@H](O)[C@H](O)[C@H](O)CO	19.1%[59 µM]	.	3.0%	-9.4%[60.1 µM]
CCCCCCCCOc1ccccc1C(=O)Nc1ccc(C(=O)OCC[N+](C)(CC)CC)cc1	-6.1%[12.7 µM]	.	13.0%	-3.0%[19.4 µM]
CCOc1cc(OCC)c(C(=O)CCC(=O)O)cc1OCC	?	.	2.1%	6.9%[19.4 µM]
CC(C)[C@H](N)C(=O)OCC(CO)OCn1cnc2c(=O)[nH]c(N)nc21 (stereo partly specified)	-5.1%[12.7 µM]	.	2.3%	1.7%[19.4 µM]
C[C@@H](O)[C@H]1C(=O)N2C(C(=O)O)=C(S[C@@H]3CN[C@H](CNS(N)(=O)=O)C3)[C@H](C)[C@H]12	?	.	1.4%	5.2%[19.4 µM]
OCC1(CO)COC(C(Cl)(Cl)Cl)OC1	-8.5%[12.7 µM]	.	-0.6%	3.0%[19.4 µM]
[O-][n+]1cccc(CO)c1	-13.8%[12.7 µM]	.	1.6%	-10.4%[19.4 µM]
CC(C)OC(=O)C(C(=O)OC(C)C)=C1SC=CS1	27.6%[59 µM]	.	-2.4%	-0.8%[60.1 µM]
O=C1[C@@H]2C[C@@H]3C[C@H]1C[C@@](O)(C3)C2	-5.6%[12.7 µM]	.	-4.2%	4.7%[19.4 µM]
C[C@]12CCC(=O)C=C1CC[C@@H]1[C@@H]2[C@@H](O)C[C@@]2(C)[C@H]1CC[C@]2(O)C(=O)COP(=O)(O)O	1.1%[12.7 µM]	.	1.2%	-6.3%[19.4 µM]
NC(C(=O)O)c1ccc(O)cc1 (stereo unspecified)	-27.1%[12.7 µM]	.	3.3%	-7.5%[19.4 µM]
CN(C)C(=O)COC(=O)Cc1ccc(OC(=O)c2ccc(N=C(N)N)cc2)cc1	-6.1%[12.7 µM]	.	5.3%	3.8%[19.4 µM]
CCCCC(CC)COC(=O)/C=C/c1ccc(OC)cc1 (stereo unspecified)	206.2%[activator][59 µM]	.	-2.6%	1.2%[60.1 µM]
C=CCc1cc(OC)c(O)c(C(=O)NCCO)c1	-5.2%[12.7 µM]	.	4.7%	-4.4%[19.4 µM]
CN(C)c1ccc(/C=C/c2c(F)cnc3ccccc23)cc1	.	16.0%	.	-9.1%
O=C(Nc1ccc2nc(-c3ccco3)c(-c3ccco3)nc2c1)N1CCCC1	.	3.16µM*	.	31.6µM*
Cc1cc(C)n(-c2nc(NC(C)C)nc(NC(C)(C)C)n2)n1	.	28.0%	.	-3.9%
Cc1ccc2nc(-c3ccc(C)o3)c(Nc3ccc(Cl)cc3)n2c1	.	57.5%[activator]	.	-4.0%
COc1ccc(CCc2c[nH]c(=O)c3cncnc23)cc1OC	.	-29.6%	.	-9.3%
CC(C)c1ccc(NC(=O)CSc2nnc(-c3ccccc3)n2C)cc1	.	-7.4%	.	1.4%
COc1cc2c(NC3CCN(C)CC3)nc(N3CCCN(C)CC3)nc2cc1OCC1CCCCN1 (stereo unspecified)	.	?	.	?
CNC(=O)c1ccc2nc(-c3cccc(C)c3)c(-c3cccc(C)c3)nc2c1	.	6.1%	.	-5.5%
Nc1cccc[n+]1C(c1ccnc2ccccc12)[n+]1ccccc1N	.	-27.0%	.	-25.1%
CCCCNC(=O)[C@@H]1CC=C[C@@H]2CCN(CCCC)C(=O)[C@@H]21	.	3.7%	.	-21.6%
O=S(=O)(c1ccc2ncsc2c1)N1CCN(c2nc(-c3cccs3)nc3ccccc23)CC1	.	-7.4%	.	-19.9%
OCCSc1ccc2nnc(-c3ccccc3)n2n1	.	-16.9%	.	-4.6%
COc1ccc(OC)c(/C=C/c2sc3ccccc3[n+]2C)c1	.	9.4%	.	0.8%
CC(c1ccc(N(C)C)cc1)c1ccnc2ccccc12 (stereo unspecified)	.	5.0%	.	-9.1%
CC(C)(C)c1cccc(S(=O)(=O)N2CCN(c3nc(-c4cccs4)nc4ccccc34)CC2)c1	.	10.5%	.	-0.2%

Filtered by structure, those above containing an aryl methoxy group.
Compound	G9a inh	Pol iota inh	BLM inh	POLK inh
CCCCC(CC)COC(=O)/C=C/c1ccc(OC)cc1 (stereo unspecified)	206.2%[activator][59 µM]	.	-2.6%	1.2%[60.1 µM]
C=CCc1cc(OC)c(O)c(C(=O)NCCO)c1	-5.2%[12.7 µM]	.	4.7%	-4.4%[19.4 µM]
COc1ccc(CCc2c[nH]c(=O)c3cncnc23)cc1OC	.	-29.6%	.	-9.3%
COc1cc2c(NC3CCN(C)CC3)nc(N3CCCN(C)CC3)nc2cc1OCC1CCCCN1 (stereo unspecified)	.	?	.	?
COc1ccc(OC)c(/C=C/c2sc3ccccc3[n+]2C)c1	.	9.4%	.	0.8%

(list continues)
Compound	G9a inh	Pol iota inh	BLM inh	POLK inh
Cc1ccc(NC(=O)CSc2nnc(-c3ccccc3)n2C)cc1	.	22.9%	.	10.6%
COc1ccc(/C=C/c2sc3ccccc3[n+]2CCCCI)cc1OC	.	?	.	0.0%
O=S1(=O)CCO[C@H]2CCCC[C@@H]2N1Cc1ccccc1F	.	6.1%	.	-5.9%
O=S1(=O)CCO[C@H]2CCCC[C@@H]2N1Cc1ccccc1	.	41.0%[activator]	.	-24.4%
Cc1ccc(S(=O)(=O)N2CCN(c3nc(-c4ccnnc4)nc4ccccc34)CC2)cc1	.	12.7%	.	14.1%
O=S(=O)(NCCNCC=Cc1ccc(Br)cc1)c1cccc2cnccc12	.	1.9%	.	1.9%
Cc1ccc(S(=O)(=O)N2CCN(c3ccnc(-c4cccs4)n3)CC2)cc1	.	5.9%	.	-10.3%
O=S(=O)(c1ccc(Cl)cc1)N1CCN(c2nc(-c3cccc(Br)c3)nc3ccccc23)CC1	.	68.3%[activator]	.	-13.2%
CN(C)c1ccc(/C=C/c2ccnc3ccccc23)c(F)c1	.	16.7%	.	3.3%
CN(C)c1ccc(/C=C2\C(Cl)=Cc3ccccc32)cc1	.	62.1%[activator]	.	-1.5%
O=C(NCCCc1nc2ccccc2n1CCOc1ccccc1)C1CCCCC1	.	-0.8%	.	-9.9%
N#Cc1ccc(/C=C2\C=Cc3ccccc32)cc1	.	-8.1%	.	-2.5%

Part of the list above in order of count of non-hydrogen atoms, rising.
Compound	G9a inh	Pol iota inh	BLM inh	POLK inh
CN(C)c1ccc(/C=C2\C(Cl)=Cc3ccccc32)cc1	.	62.1%[activator]	.	-1.5%
COc1ccc(/C=C/c2sc3ccccc3[n+]2CCCCI)cc1OC	.	?	.	0.0%
O=S(=O)(c1ccc(Cl)cc1)N1CCN(c2nc(-c3cccc(Br)c3)nc3ccccc23)CC1	.	68.3%[activator]	.	-13.2%

(list continues)
Compound	G9a inh	Pol iota inh	BLM inh	POLK inh
O=C(C[N+]1(CCc2ccccc2)CCOCC1)c1ccccc1	.	12.2%	.	6.9%
Cc1ccc(CSC2=NS(=O)(=O)c3ccccc32)cc1	.	?	.	-12.2%
O=C(C[n+]1cccc(I)c1)c1ccc(F)cc1	.	8.7%	.	3.2%
CCOC(=O)c1ccc(CNc2ncnc3nc[nH]c23)cc1	.	?	.	?
CC1Cc2ccccc2C[N+]1(C)CC(=O)c1cccc([N+](=O)[O-])c1 (stereo unspecified)	.	31.4%[activator]	.	-12.7%
O=C(NNc1ccccc1F)c1sccc1Cl	.	11.6%	.	6.3%
CCN(c1ccccc1)c1nc(N)nc(C#N)n1	.	5.6%	.	-16.4%
COc1ccc(-c2c(-c3ccc4c(c3)OCO4)noc2-c2ccsc2)cn1	.	17.0%	.	0.4%
Nc1[nH]c(=S)[nH]c(=O)c1N	.	-0.2%	.	2.3%
COc1ccc2c(c1)C(=O)CC2	.	-0.1%	.	4.8%
CCCCCCCCCCCCCCCCCCN(CCCCCCCCCCCCCCCCCC)c1ccccc1	.	-22.7%	.	-21.8%
Cc1sc(NCc2ccccc2)nc1-c1ccccc1	.	1.3%	.	-2.0%
CNc1ccc(C=O)cc1Br	.	17.7%	.	-21.8%
Cc1ccc(S(=O)(=O)N2CCN(c3nc(-c4cccs4)cc4ccccc34)CC2)cc1	.	27.1%	.	-11.3%
CCN(Cc1cccc(S(=O)(=O)O)c1)c1ccc(C(=C2C=CC(=[N+](CC)Cc3cccc(S(=O)(=O)O)c3)C=C2)c2ccccc2S(=O)(=O)[O-])cc1	.	?	.	7.94µM*
O=C(NCCCc1nc2ccccc2n1CCCOc1ccccc1)C1CCCCC1	.	44.5%[activator]	.	5.5%
Cc1cccc(OCCn2c(CCNC(=O)C3CCCCC3)nc3ccccc32)c1	.	?	.	-24.2%
COc1cc2nc(CC(O)c3nc4cc(OC)c(OC)cc4[nH]3)[nH]c2cc1OC (stereo unspecified)	.	3.16µM*	.	10µM*
C=C1C=C(C)n2ncc(C(=O)Nc3ccc(NC(C)=O)c(Cl)c3)c2N1	.	-6.8%	.	9.2%
O=C1COc2ccc(-c3csc(-c4ccc(F)cc4)n3)cc2N1	.	0.9%	.	-21.0%
CC1(C)CC(=O)C2=C(C1)NC(Nc1nc3ccccc3o1)=NC2c1cccnc1 (stereo unspecified)	.	18.2%	.	-20.5%
COc1cc2c(NC3CCN(C(C)C)CC3)nc(N3CCCN(C)CC3)nc2cc1OCCOCCN1CCCC1	.	?	.	?
O=C(C[n+]1c(Cl)cc(Cl)c2ccccc21)c1ccccc1	.	-12.6%	.	8.8%
CCOC(=O)c1ccc(N(C(=O)c2ccccc2)c2ccccc2)cc1	.	?	.	-15.3%
CCCN1CNc2c(c(=O)[nH]c(=S)n2CCc2cccc(Cl)c2Cl)C1	.	-24.0%	.	-21.6%
CCN(CC)/[N+]([O-])=N/OCOC(=O)C(C)c1ccc2cc(OC(C)=O)ccc2c1 (stereo unspecified)	.	-6.7%	.	8.9%
COc1cc2c(NC3CCN(C)CC3)nc(N3CCCN(C)CC3)nc2cc1OCCCCCN	.	?	.	?
CCN(CC)c1ccc(/C=C/c2ccnc3ccccc23)cc1	.	21.0%	.	-8.2%
CC(=O)c1cccc(NC(=O)COC(=O)c2ccccc2OCc2cccc(Br)c2)c1	.	?	.	-2.5%
COc1ccc2cc(C#N)c(SCC(=O)OCc3ccccc3)nc2c1	.	-23.4%	.	-10.5%
O=S(=O)(c1cccc(Br)c1)N1CCN(c2nc(-c3cccs3)nc3ccccc23)CC1	.	-3.5%	.	-22.2%
C[n+]1c(/C=C/c2ccnc3ccccc23)cc(/C=C/c2ccnc3ccccc23)c2ccccc21	.	?	.	-31.3%
Cc1ccc(S(=O)(=O)N2CCN(c3nc(-c4ccccc4)nc4ccccc34)CC2)cc1	.	4.0%	.	-14.6%
CN(C)c1ccc(C=O)c(F)c1	.	33.5%[activator]	.	-5.7%
O=C(C[N+]1(CCc2ccccc2)CCOCC1)c1cccc([N+](=O)[O-])c1	.	9.4%	.	1.6%
CC(C)=CCC/C(C)=C/COc1c2ccoc2cc2oc(=O)ccc12	.	-26.2%	.	4.3%
